# TWEAK Fn14 block – inhibitors of TWEAK-Fn14 interaction signaling | TWEAK-stimulated Fn14 reporter cells, luciferase luminescence, 8 h | 360,000 tested, 2% active | inhibition, % at 10 µM; in the data active = inhibition above about 50%
# TROY signal inh – blocks TROY-dependent signaling in reporter cells; AID 1347056; inhibition, % at 10 µM; Q293 LMP1-TROYcd NF-kB luciferase reporter, 4 h; 360,000 tested, 0.98% active;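 active = compounds whose plate-normalised and pattern-corrected inhibition of the luciferase reporter signal at the single screening dose is 50% or more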
# SRC1 inh – inhibitors of human steroid receptor coactivator 1 (SRC1); HEK293 GAL4-SRC1 luciferase reporter, luminescence; inhibition, % at 3.6 µM; 360,000 tested, 0.12% active; AID 588354;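 active = inhibition above the campaign mean plus 3 SD, with each screening campaign given its own cutoff, cut at about 60% in these data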;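 note: 0% = DMSO treated cells and 100% = gossypol at 36 µM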
# C8 TRAIL sens – caspase-8 TRAIL sensitization; 360,000 tested, 1% active; inhibition (viability loss, TRAIL sensitization), % at 10 µM; NB7+C8 cells + TRAIL, ATPlite viability luminescence; AID 624354;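 active = compounds causing at least 50% loss of cell viability in the single-dose screen, relative to plate controls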
# SRC3 inh – inhibitors of human steroid receptor coactivator 3 (SRC3); HEK293 GAL4-SRC3 luciferase reporter, luminescence; inhibition, % at 3.6 µM; 360,000 tested, 0.17% active;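 active = inhibition above a per-campaign cutoff, the mean of all compounds plus 3 SD, cut at about 60% in these data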;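 note: 0% = DMSO-treated cells and 100% = gossypol-treated cells at 36 µM; higher means less SRC3-driven luciferase light from the GAL4 reporter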
# LRH-1 inv ag – suppresses constitutive activity of human LRH-1; O00482; inhibition, % at 3.6 µM; HEK293T StAR-luciferase reporter, LRH-1 transfected, 24 h; 360,000 tested, 0.13% active;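 active = inhibition above the mean inhibition of all tested compounds plus 3 SD, cut at about 73% in these data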;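 note: 0% = DMSO wells and 100% = reporter-only cells lacking LRH-1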
# Target sequence (O00482 whole entry, looked up): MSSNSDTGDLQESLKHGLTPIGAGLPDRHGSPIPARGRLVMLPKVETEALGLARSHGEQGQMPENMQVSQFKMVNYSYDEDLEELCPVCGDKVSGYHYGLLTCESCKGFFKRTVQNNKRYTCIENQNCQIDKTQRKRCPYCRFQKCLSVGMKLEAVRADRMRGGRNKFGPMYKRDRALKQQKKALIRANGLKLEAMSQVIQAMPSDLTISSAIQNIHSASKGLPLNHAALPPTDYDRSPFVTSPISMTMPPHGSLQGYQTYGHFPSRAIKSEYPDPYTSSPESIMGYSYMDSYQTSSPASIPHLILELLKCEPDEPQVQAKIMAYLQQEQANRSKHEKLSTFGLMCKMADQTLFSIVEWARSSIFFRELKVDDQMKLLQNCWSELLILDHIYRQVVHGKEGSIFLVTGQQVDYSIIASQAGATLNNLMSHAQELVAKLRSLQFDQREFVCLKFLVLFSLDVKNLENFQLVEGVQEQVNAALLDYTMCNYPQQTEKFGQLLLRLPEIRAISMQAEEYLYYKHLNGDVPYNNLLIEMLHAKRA
# SRC2 inh – inhibits human steroid receptor coactivator 2; HEK293 GAL4-SRC2 luciferase reporter, luminescence; 370,000 tested, 0.17% active; inhibition, % at 9 µM;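 active = inhibition above the mean inhibition of all tested compounds plus 3 SD, set per campaign, cut at about 52% in these data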;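 note: 0% = DMSO treated cells and 100% = cells given Gossypol at 36 µM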
# NOD2-RIPK2 inh – NOD2-RIPK2 protein interaction inhibition | CHO BLA complementation NOD2-RIPK2, CCF4 ratio | inhibition, % at 4.98 µM | 360,000 tested, 0.38% active | AID 624267; in the data active = inhibition above about 21%;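 note: 0% = vehicle only and 100% = reference blocker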
# LMP1 NFkB inh – inhibitors of Epstein-Barr LMP1-induced NF-kappaB reporter. LMP1-induced NF-kappaB luciferase reporter cells, luminescence. inhibition, % at 12.5 µM. 350,000 tested, 0.69% active; in the data active = inhibition above about 41%;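 note: 0% = neutral control wells and 100% = reference inhibitor control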
# TLR9-MyD88 block – TLR9-MyD88 interaction inhibition. 340,000 tested, 0.21% active. Q9NR96+Q99836. AID 504734. CHO BLA complementation TLR9-MyD88, CCF4 FRET ratio. inhibition, % at 4.98 µM;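 active = inhibition above the mean over all tested compounds plus 3 SD, cut at about 21% in these data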;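 note: 0% = DMSO only wells and 100% = clavulanate BLA inhibitor control wells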
# COUP-TFII inh – NR2F2 (human) inhibition, primary screen. inhibition, % at 8.6 µM. 370,000 tested, 0.7% active. HEK293T NGFI-A luciferase reporter, luminescence;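 active = inhibition above a per-plate cutoff, mean inhibition of test wells between control levels plus 3 SD, cut at about 38% in these data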;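 note: cells cotransfected with COUP-TFII expression vector driving the NGFI-A reporter; 0% = median of COUP-TF2 test wells and 100% = reporter-only cells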
# Target sequence (P24468 whole entry, looked up): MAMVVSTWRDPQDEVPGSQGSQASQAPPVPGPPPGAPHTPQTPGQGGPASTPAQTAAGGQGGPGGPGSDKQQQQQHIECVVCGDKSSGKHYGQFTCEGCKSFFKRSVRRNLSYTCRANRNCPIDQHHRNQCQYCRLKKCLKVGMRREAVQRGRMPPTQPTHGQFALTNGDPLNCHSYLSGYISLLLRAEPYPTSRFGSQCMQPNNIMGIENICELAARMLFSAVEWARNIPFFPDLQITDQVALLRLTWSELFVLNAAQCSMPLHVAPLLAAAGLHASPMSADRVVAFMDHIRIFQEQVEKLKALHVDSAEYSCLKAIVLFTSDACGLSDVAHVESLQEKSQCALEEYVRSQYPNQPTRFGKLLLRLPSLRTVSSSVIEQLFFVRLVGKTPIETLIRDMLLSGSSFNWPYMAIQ
# Starred values were filed as active, the others as inactive; . = not tested or not shown. Some of the compounds tested. The share of hits here may be higher or lower than overall.
1	Cc1cc(=O)[nH]c(SCC(=O)N2CCC(C(N)=O)CC2)n1
2	CN(C)S(=O)(=O)c1ccc(S(=O)(=O)N2CCCC(C(=O)NC3CCCC3)C2)cc1 (stereo unspecified)
3	COc1ccc2[nH]c(=O)c(CN(C(=O)C(C)C)c3ccccc3OC)cc2c1
4	CCC(C(=O)O)n1nc(-c2ccccc2)c2cc(Cl)ccc21 (stereo unspecified)
5	O=C(CCCCC(=O)Nc1ccccc1)Nc1ccccc1
6	Cc1c(-n2c(O)c(C3=c4ccccc4=NC3=O)sc2=S)c(=O)n(-c2ccccc2)n1C
7	CCN(CC)S(=O)(=O)c1ccc(C2=NOC3(C2)N(C)c2ccccc2C3(C)C)cc1 (stereo unspecified)
8	CCOC(=O)N1CCN(C(=O)CSc2nc3c(cnn3-c3ccc(C)cc3)c(=O)[nH]2)CC1
entry no.	1	2	3	4	5	6	7	8
TWEAK Fn14 block	5	-2	-12	11	16	37	-35	-25
TROY signal inh	16	4	17	10	-22	12	15	-14
SRC1 inh	7	-8	-37	12	-11	14	-29	-1
C8 TRAIL sens	-13	6	-3	-2	-6	12	37	-4
SRC3 inh	0	-3	-27	15	-8	16	-73	3
LRH-1 inv ag	14	-12	-19	11	-2	18	-30	-30
SRC2 inh	10	13	-15	2	-8	-21	-1	-22
NOD2-RIPK2 inh	8	-21	1	-5	-5	-8	-6	-14
LMP1 NFkB inh	2	9	2	-17	0	0	9	0
TLR9-MyD88 block	7	-19	-2	-6	-6	9	-4	-3
COUP-TFII inh	4	6	3	15	-9	8	-22	4

# Whole records from above:
# CCC(C(=O)O)n1nc(-c2ccccc2)c2cc(Cl)ccc21 (stereo unspecified) is entered as TWEAK Fn14 block: 11; TROY signal inh: 10; SRC1 inh: 12; C8 TRAIL sens: -2; SRC3 inh: 15; LRH-1 inv ag: 11; SRC2 inh: 2; NOD2-RIPK2 inh: -5; LMP1 NFkB inh: -17; TLR9-MyD88 block: -6; COUP-TFII inh: 15
# CN(C)S(=O)(=O)c1ccc(S(=O)(=O)N2CCCC(C(=O)NC3CCCC3)C2)cc1 (stereo unspecified) is entered as TWEAK Fn14 block: -2; TROY signal inh: 4; SRC1 inh: -8; C8 TRAIL sens: 6; SRC3 inh: -3; LRH-1 inv ag: -12; SRC2 inh: 13; NOD2-RIPK2 inh: -21; LMP1 NFkB inh: 9; TLR9-MyD88 block: -19; COUP-TFII inh: 6

# (further entries)
9	CCOC(=O)c1ccc(N2C(=O)CC(Nc3ccc(CCO)cc3)C2=O)cc1 (stereo unspecified)
10	CCC(=O)c1cc(F)c(N2CCN(S(=O)(=O)c3ccccc3)CC2)cc1C
11	O=C(/C=C/c1ccc(OCc2c(F)cccc2Cl)cc1)N1CCOCC1
12	Cc1nc(N2CCC(C(N)=O)CC2)c2c(-c3cccs3)csc2n1
13	COc1ccc(CNC(=O)CNC(=O)c2sc3ccccc3c2Cl)cc1OC
14	c1ccc2c(c1)c1ccccc1n1c(-c3ccc4c(c3)OCO4)nnc21
15	CC1([N+](=O)[O-])COC2(OC1)C(=O)Nc1ccccc12 (stereo unspecified)
16	O=C(NC1CCCCC1)c1cc2cc(Br)ccc2o1
entry no.	9	10	11	12	13	14	15	16
TWEAK Fn14 block	5	4	-45	34	-18	-38	1	-28
TROY signal inh	38	2	-17	22	7	-12	-8	-63
SRC1 inh	-6	12	-66	35	12	-2	14	-99
C8 TRAIL sens	11	0	37	-2	-4	16	1	0
SRC3 inh	6	24	-87	38	8	13	-3	-100
LRH-1 inv ag	5	15	-103	12	0	-2	-4	-171
SRC2 inh	-20	1	-14	33	-6	-15	19	-73
NOD2-RIPK2 inh	1	-8	-1	6	-3	-9	-4	-6
LMP1 NFkB inh	1	-5	9	13	24	-18	.	-12
TLR9-MyD88 block	-4	9	10	2	1	6	-10	-7
COUP-TFII inh	17	15	-50	7	-1	1	-6	-29

# Single values from the entries so far.
# no. 13 | TLR9-MyD88 block = 1
# no. 7 | SRC3 inh = -73
# no. 4 | TROY signal inh = 10
# no. 9 | TROY signal inh = 38
# no. 8 | LRH-1 inv ag = -30
# no. 12 | TWEAK Fn14 block = 34

# Remaining list, next part:
17	Cc1cc2cc(CNC(=O)c3ccc(C)c([N+](=O)[O-])c3)ccc2[nH]1
18	CN(C)CCCNC(=O)c1ccc(Oc2ccccc2)cc1
19	COc1ccc(SC[C@H](Cc2ccccc2)N2CC[C@@H](NC(=O)OCc3ccccc3)CCC2=O)cc1
20	CC(C)(C)NC(=O)C(=O)NNC(=O)COc1ccccc1
21	COc1ccc(Cn2ccnc2SCC(=O)NC2CCCC2)cc1
22	CCC(C)c1ccccc1OCCCN(C)Cc1ccccc1 (stereo unspecified)
23	CN(CC(=O)O)S(=O)(=O)c1ccc2c(c1)n(C)c(=O)c(=O)n2C
24	CN(C)S(=O)(=O)c1cccc(NC(=S)Nc2cc(Cl)cc(Cl)c2)c1
entry no.	17	18	19	20	21	22	23	24
TWEAK Fn14 block	-11	-14	2	-8	-16	3	-2	10
TROY signal inh	7	-9	-8	14	-8	7	10	1
SRC1 inh	-1	-9	4	-2	1	-23	1	0
C8 TRAIL sens	0	4	2	-14	-9	-1	-7	14
SRC3 inh	-7	0	10	5	-17	12	4	23
LRH-1 inv ag	6	10	-3	3	1	6	4	21
SRC2 inh	-3	23	2	4	-1	-5	-10	3
NOD2-RIPK2 inh	3	1	-1	0	0	2	-4	1
LMP1 NFkB inh	-3	33	-3	-22	3	-7	34	21
TLR9-MyD88 block	-7	11	-7	6	8	3	1	3
COUP-TFII inh	3	1	14	-9	-10	25	5	5

25	CN(C)CC#CCC(O)(c1ccccc1)c1ccccc1
26	CCOc1cc(/C=N/NC(N)=O)ccc1OCC(=O)Nc1ccc(C)c(C)c1
27	O=C(NCc1ccc2c(c1)OCO2)c1ccc(NC(=O)C2CCCO2)cc1 (stereo unspecified)
28	CCOC(=O)c1nc(-c2ccccc2)oc1N(C)C
29	CCN(CC)S(=O)(=O)c1cccc(C(=O)N/N=C/c2ccc(N3CCOCC3)cc2)c1
30	Cc1[nH]c2ccccc2c1CCNC(=O)c1ccc2c(c1[N+](=O)[O-])C(=O)c1ccccc1C2=O
31	C[C@H](NC(=O)Nc1cccc(Br)c1)C(=O)O
32	COc1ccc(OCC(=O)Nc2cc(S(=O)(=O)N3CCCC3)ccc2Cl)cc1
entry no.	25	26	27	28	29	30	31	32
TWEAK Fn14 block	-4	-19	6	-7	-16	37	19	-15
TROY signal inh	18	-8	-12	-5	24	-2	21	5
SRC1 inh	-19	3	-6	-5	19	-15	-14	0
C8 TRAIL sens	3	3	-13	-5	-2	-4	2	6
SRC3 inh	12	-7	9	2	15	-21	3	-8
LRH-1 inv ag	2	15	-11	-11	-13	-4	-6	11
SRC2 inh	2	-16	-4	-12	-5	4	13	8
NOD2-RIPK2 inh	-3	-1	-3	-12	6	4	-1	-12
LMP1 NFkB inh	10	6	-6	-1	-5	4	-18	16
TLR9-MyD88 block	15	-5	1	-6	5	7	-4	-3
COUP-TFII inh	-5	2	-7	-7	11	6	-12	2

33	CC(C)CCNC(=S)Nc1ccc2nc3n(c(=O)c2c1)CCCCC3
34	COc1ccc(NC(=O)c2ccc3ccccc3n2)cc1S(=O)(=O)N1CCCCC1
35	CC(C)COC(=O)NCCOC(=O)Nc1cccc(Cl)c1
36	CCCCNC(=O)NNC(=O)c1cc(C)on1
37	CC(C)Oc1cccc(C(=O)C2CCCN(Cc3cccn3-c3ccccn3)C2)c1 (stereo unspecified)
38	Cc1cc(CN2CCOCC2)c(O)c(C2(C)CCCCC2)c1
39	CC(C)CC(=O)Nc1ccc(N2CCN(S(C)(=O)=O)CC2)cc1
40	Cc1ccccc1CN(C)c1ccc(S(=O)(=O)N2CCN(C)CC2)cn1
entry no.	33	34	35	36	37	38	39	40
TWEAK Fn14 block	-16	11	9	10	-8	19	9	-2
TROY signal inh	1	-17	-11	-16	-3	-1	-12	-15
SRC1 inh	-3	-38	-7	13	11	-5	-2	-2
C8 TRAIL sens	12	-2	4	-20	9	3	-1	0
SRC3 inh	2	-30	0	20	25	4	13	11
LRH-1 inv ag	-3	-9	-1	3	12	-4	-9	14
SRC2 inh	10	-29	0	24	-16	-3	6	19
NOD2-RIPK2 inh	-7	-4	-5	6	-7	-7	-1	-2
LMP1 NFkB inh	63*	-7	0	-1	20	-13	0	-3
TLR9-MyD88 block	-15	2	-8	4	-6	-4	-8	-8
COUP-TFII inh	5	-8	22	-5	13	-19	-12	1

# Arranged by SMILES length (rising): some entries from above
38	Cc1cc(CN2CCOCC2)c(O)c(C2(C)CCCCC2)c1
33	CC(C)CCNC(=S)Nc1ccc2nc3n(c(=O)c2c1)CCCCC3
40	Cc1ccccc1CN(C)c1ccc(S(=O)(=O)N2CCN(C)CC2)cn1
37	CC(C)Oc1cccc(C(=O)C2CCCN(Cc3cccn3-c3ccccn3)C2)c1 (stereo unspecified)
entry no.	38	33	40	37
TWEAK Fn14 block	19	-16	-2	-8
TROY signal inh	-1	1	-15	-3
SRC1 inh	-5	-3	-2	11
C8 TRAIL sens	3	12	0	9
SRC3 inh	4	2	11	25
LRH-1 inv ag	-4	-3	14	12
SRC2 inh	-3	10	19	-16
NOD2-RIPK2 inh	-7	-7	-2	-7
LMP1 NFkB inh	-13	63*	-3	20
TLR9-MyD88 block	-4	-15	-8	-6
COUP-TFII inh	-19	5	1	13

# Continued.
41	COc1ccc(-c2csc3ncnc(Sc4nnnn4C)c23)cc1
42	CN(C)C(=S)Nc1cccc(C(F)(F)F)c1
43	COc1cccc(C(=O)Nc2ccc(NC(=O)c3ccco3)cn2)c1
44	CN(Cc1ccsc1)C(=O)Cn1cc(Br)ccc1=O
45	CN(C)c1ncccc1-c1nc2ccccc2s1
46	CC(O)[C@H]1CNC(=O)C(=O)N1CC(C)(C)C (stereo partly specified)
entry no.	41	42	43	44	45	46
TWEAK Fn14 block	56*	-10	-7	1	3	2
TROY signal inh	29	20	-43	-4	7	-8
SRC1 inh	10	-3	-38	-40	14	-11
C8 TRAIL sens	-9	7	2	6	-2	-13
SRC3 inh	20	3	-38	-50	8	-6
LRH-1 inv ag	33	-12	-66	-41	-1	-9
SRC2 inh	27	15	-32	-46	-8	1
NOD2-RIPK2 inh	2	-2	1	-10	9	-6
LMP1 NFkB inh	87*	1	-9	-13	4	4
TLR9-MyD88 block	-12	5	9	-12	4	7
COUP-TFII inh	-20	-5	-21	-29	-7	-7

# Screening results: PubChem, several laboratories
